High-throughput results as filed in PubChem.
SMN2 splice up – SMN2 splice variant enhancement | HEK293 SMN2-luciferase splicing reporter, luminescence, 30-36 h | Potency, µM (top dose mostly 46.1 µM), for inactives: at the top dose activity change, positive = activation, hits mostly activators | 210,000 tested, 2.8% active | AID 1458; also: % of control where 0% means no effect; nearly all actives have a fitted effect of over 55% in size
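qHTS luciferase splicing reporter: luminescence rises when SMN2 exon 7 is included in transfected HEK293 cells. Compound exposure lasted 30-36 h at 37C, with 4.5 mM final sodium butyrate as control, followed by a ONE-Glo read.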
Tau ThT inhib – blocks human tau fibril formation measured by thioflavin T. P10636. recombinant tau K18 P301L (four-repeat tau fragment), heparin-induced fibrillization, ThT fluorescence. Potency, µM (highest dose often 57.4 µM), without a hit: at the top dose activity, negative = inhibition, most hits filed as inhibitors. 270,000 tested, 2.1% active. AID 1460; also: % is scaled to controls: 0 for no effect and ±100 for the full control effect; nearly all actives have a fitted effect of over 55% in size
Target sequence (P10636 561-689 P618L limits assumed): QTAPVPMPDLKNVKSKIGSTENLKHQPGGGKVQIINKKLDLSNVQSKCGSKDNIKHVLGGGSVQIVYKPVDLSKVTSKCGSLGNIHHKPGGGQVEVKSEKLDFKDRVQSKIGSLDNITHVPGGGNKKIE
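K18 P301L tau (15 uM + 0.24 uM Alexa 594-tagged), heparin 20 uM, NaOAc pH 7, 6 h 37 C; ThT 30 uM, 1 h RT, ex 450/em 510 nm.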
An asterisk follows results filed as active; ? = inconclusive; [ ] = another dose, or the depositor's remark. Calls follow the shape of the dose curve; as a rule, active = well fitted curve in the direction sought with a large enough effect; inconclusive = small, poorly fitted or top-dose-only effect, or another doubt; inactive = no such curve, though single readings can be large; an effect the other way counts as inactive or inconclusive. Potency is read from the fitted curve at half-maximal effect. A portion of the library, so the mix of outcomes need not match the whole.

SMILES	SMN2 splice up	Tau ThT inhib
CCc1cccc(NC(=O)c2cc3c(=O)oc4ccc(C)cc4c3s2)c1	3%	-9%
Cc1ccc(Cl)cc1N(C)C(=O)Cn1nc(Cc2cccnc2)c2ccccc2c1=O	-1%	-6%
CCCOc1ccc(-c2nonc2NC(=O)c2ccco2)cc1OCCC	-12%	12%
Cc1ccc(C(C)C)c(OCC(=O)Nc2c(C(=O)c3ccc(F)cc3)oc3ccccc23)c1	0%	-2%
O=C(Nc1cc(F)ccc1F)C1CCN(C(=O)c2cnn(-c3ccccc3)c2-n2cccc2)CC1	-18%	-8%
Cc1ccc(-c2nc3c(C)cccn3c2Nc2ccccc2C)s1	?	?
CCc1nn(CC(=O)NCCCc2ccccc2)c(=O)c2cc3cc(F)ccc3n12	-6%	-4%
Cc1cccc(Oc2nc3c(c(=O)n(C)c(=O)n3C)n2C)c1C	-1%	-2%
COc1ccc(C)cc1NC(=O)C(NS(=O)(=O)c1cccc2nsnc12)c1ccccc1 (stereo not drawn)	-9%	-8%
O=C(Cn1c(SCc2cccc(F)c2)nc2ccncc21)Nc1ccc(Cl)cc1F	9%	5%
CC(C)Oc1ccccc1-c1nc(SCC(=O)c2ccc(F)cc2)n[nH]1	0%	-15%
Cc1ccc(Nc2cc(C(=O)NCCc3ccccc3)c3ccccc3n2)c(C)c1	-8%	-4%
Cc1cc(C)cc(OCC(=O)N(Cc2ccc(C)o2)C2CCS(=O)(=O)C2)c1 (stereo not drawn)	-13%	-14%
COC(=O)c1c(NC(=O)CCCOc2cccc(C)c2)sc2c1CCC2	-2%	?
Cc1ccc(C)c(Cn2c(=O)n(CCCC(=O)NCc3ccc4c(c3)OCO4)c(=O)c3sccc32)c1	-2%	-17%
CCCOc1cccc(C2c3c(oc4cc(C)c(C)cc4c3=O)C(=O)N2CCCN2CCOCC2)c1 (stereo not drawn)	30%	?
CC1CCC(Nc2nc3c(-c4cccc(C(F)(F)F)c4)nnn3c3ccccc23)CC1 (stereo not drawn)	-38%	?
COc1cc2nc(SCC(=O)Nc3ccc(F)cc3)n3nc(CCn4c(C)nc5ccccc54)nc3c2cc1OC	24%	?
CC1=C(C(=O)Nc2ccccc2)C(c2ccc(C)cc2)n2nc(SCc3ccccc3C)nc2N1 (stereo not drawn)	7%	-2%
CC1CCCN(Cc2c(O)ccc3c(=O)c(-c4ccccc4Cl)c(C(F)(F)F)oc23)C1 (stereo not drawn)	-3%	-5%
Cc1ccc(Nc2nc3c(S(=O)(=O)c4ccccc4)nnn3c3ccc(Cl)cc23)c(C)c1	3%	-3%
Cc1ccc(C)c(N2CCN(Cc3nnc(-c4ccc5c(c4)OCO5)o3)CC2)c1	-16%	?
Cc1ccc2occ(CC(=O)N3CCN(c4cccc(Cl)c4)CC3)c2c1	-24%	-15%
CCOC(=O)CSc1nnc2n(-c3ccccc3)c(=O)c3c4c(sc3n12)CC(C(C)(C)C)CC4 (stereo not drawn)	-5%	?
CCOC(=O)c1c(NC(=O)/C=C/c2ccc(OCC)cc2)sc(C)c1C	-9%	-16%
Other records:
SMILES	SMN2 splice up	Tau ThT inhib
CCCOc1ccc(C2c3c(oc4ccccc4c3=O)C(=O)N2c2nnc(C(C)C)s2)cc1 (stereo not drawn)	11%	-5%
CCOC(=O)Cc1c(C)nc2c(-c3ccc(OC)c(OC)c3)c(C)nn2c1C	-1%	-7%
CCOc1ccc(CCNS(=O)(=O)c2c(C)nc3scc(C)n3c2=O)cc1OCC	13%	-6%
CSc1ccc(-c2nc3ncccn3c2Nc2ccc(C)c(C)c2)cc1	21%	3%
COc1ccc2c(c1)NC(c1ccc(Cl)cc1)=NC(c1cccs1)=N2	6%	?
CC1CCc2c(sc(NC(=O)c3cc(-c4ccc(F)cc4)on3)c2C(N)=O)C1 (stereo not drawn)	1%	?
COc1cccc(-n2c(SCC(N)=O)nc3c(oc4ccccc43)c2=O)c1	7%	-3%
CCc1ccc2oc(C(=O)Nc3ccccc3C(=O)OC)cc(=O)c2c1	-8%	-8%
Cc1ccc(CCNc2nc3ccccc3c3nc(-c4cccnc4)nn23)cc1	-1%	2%
COc1cccc(NC(=O)Cn2c(=O)n(-c3ccc(C)cc3)c(=O)c3ccccc32)c1	-3%	8%
CCc1cccc(CC)c1NC(=O)Cc1csc(C)n1	-4%	1%
CCCCNC(=O)c1ccc2c(c1)NC(=O)C(C(C)C)N2 (stereo not drawn)	-7%	-8%
COc1ccc(NC(=O)Cn2nnc(C(=O)NCc3cccs3)c2N)cc1	-17%	6%
Cn1c(=O)[nH]c(=O)c2c1nc(NCCc1ccccc1)n2Cc1ccc(F)cc1	-11%	0%
CCOc1ccc(NC(=O)Cn2nnc(C(=O)NCc3cccs3)c2N)cc1	-18%	-5%
COc1ccc(-c2noc(COc3ccc(Br)cc3C)n2)cc1OC	10%	?
CCc1ccc(NCc2cccn2-c2nnc(N3CCCCCC3)s2)cc1	?	?
CCCCn1c(CN2CCN(c3ccc(OC)cc3)CC2)nc2c1c(=O)[nH]c(=O)n2C	-12%	1%
CCCSc1ncc(Cl)c(C(=O)Nc2c(C(=O)Nc3ccc(C)cc3)oc3ccccc23)n1	8%	2%
CCOc1ccc(N(C(C)C(=O)NCCSc2ccc(Cl)cc2)S(C)(=O)=O)cc1 (stereo not drawn)	-29%	-13%
Cc1sc2ncn(CC(=O)Nc3ccc(C(C)C)cc3)c(=O)c2c1S(=O)(=O)N1CCN(c2ncccn2)CC1	-5%	18%
CC(C)CCNC(=O)c1ccc(NC(=O)N2CCCCc3ccccc32)cc1	-9%	5%
COCCCNc1nc2c(c(=O)n(Cc3ccccc3)c(=O)n2C)n1C	-4%	4%
Cc1ccc2nc(/C(C#N)=C/c3ccc(-c4ccc(F)cc4F)o3)[nH]c2c1	-9%	-9%
C=CCc1ccccc1OCC(O)CN1CCN(c2ccccc2)CC1 (stereo not drawn)	-27%	?

Overlap with the part before: 3 compounds; new compounds follow.
SMILES	SMN2 splice up	Tau ThT inhib
COCCCNc1nc2c(c(=O)n(Cc3ccccc3)c(=O)n2C)n1C	-4%	4%
Cc1ccc2nc(/C(C#N)=C/c3ccc(-c4ccc(F)cc4F)o3)[nH]c2c1	-9%	-9%
C=CCc1ccccc1OCC(O)CN1CCN(c2ccccc2)CC1 (stereo not drawn)	-27%	?
Cc1ccc(Nc2c(-c3ccc(N(C)C)cc3)nc3ccccn23)cc1	15%	-13%
CCOC(=O)c1ccccc1NC(=O)c1cc2c(=O)oc3ccc(C)cc3c2s1	4%	-3%
CC1CCCN(Cc2c(O)ccc3c(=O)c(Oc4ccc(C(C)(C)C)cc4)c(C(F)(F)F)oc23)C1 (stereo not drawn)	15%	-12%
CCOc1ccccc1NC(=O)C(C)N(c1ccccc1)S(C)(=O)=O (stereo not drawn)	-11%	6%
COc1ccc(-c2cc(OC(=O)c3ccccc3)c3c(C)oc(C)c3c(=O)c2)cc1OC	15%	?
Cc1ccc(CN(Cc2ccco2)C(=O)c2cccc(C)c2)cc1	-25%	-17%
COc1ccc(-c2nc3nc(C)cc(C)n3c2Nc2c(C)cccc2C)cc1	7%	?
COc1ccc(Cl)cc1NC(=O)Cn1cc2c(n1)CCC(C)C2 (stereo not drawn)	-6%	0%
O=C(Cn1c(=O)n(Cc2cccs2)c(=O)c2cccnc21)Nc1ccc(F)cc1	0%	-10%
CC(C)(C)c1ccc(C(=O)Nc2c(C(=O)c3ccc(F)cc3)oc3ccccc23)cc1	-3%	-4%
CC1(C)CC(=O)c2cc(-c3nc(-c4ccc(Cl)cc4)cs3)c(=O)n(-c3ccc(F)cc3)c2C1	1%	5%
Cc1noc(/C=C/c2cccs2)c1S(=O)(=O)N1CCC(C(=O)Nc2ccc(F)c(Cl)c2)CC1	-47%[inhibitor]	4%
COc1ccc(-c2noc(CN3CCN(c4cccc(Cl)c4)CC3)n2)cc1	0%	?
Cc1ccc(NC(=O)C(C)Sc2nc(=O)cc(N)n2-c2cccc(C)c2)cc1 (stereo not drawn)	-12%	-7%
COc1ccc2oc(=O)c(C(=O)Nc3ccc(C(=O)O)cc3)cc2c1	-1%	?
COc1ccc(CNc2nc(-c3ccc(Cl)cc3)cc(C(F)(F)F)n2)cc1	-28%	-4%
CCCOC(=O)c1c(NC(=O)C(C)Sc2nc(-c3ccccc3)cc(C(F)(F)F)n2)sc(C(=O)N(C)C)c1C (stereo not drawn)	-36%[inhibitor]	?
COc1ccccc1NC(=O)CSc1nc2c(oc3ccccc32)c(=O)n1-c1ccccc1F	-6%	-7%
O=C(CCn1c(=O)c2ccccc2n(Cc2cccc(Cl)c2)c1=O)NCCc1ccccc1	-5%	-4%
Cc1ccc(C(=O)Nc2ccc(Cl)c(-c3nc4ncccc4o3)c2)c(C)c1	?	?
CCOC(=O)c1ccccc1NC(=O)c1ccc2c(Cl)c3c(nc2c1)CCC3	8%	2%
Cc1ccnc(NS(=O)(=O)c2ccc(NC(=O)c3ccc(C)c(C)c3)cc2)n1	2%	-2%
O=C(Cc1ccccc1F)N1CCC(c2nc3c(nnn3Cc3ccc(F)cc3)c(=O)[nH]2)CC1	1%	-12%
COc1ccc(-c2nn3c(-c4ccccc4C)nnc3c3ccccc23)cc1	12%	?
Cc1ccc(NC(=O)C(Cc2ccccc2)n2cccc2)c(C)c1 (stereo not drawn)	-11%	-12%
The list goes on.
SMILES	SMN2 splice up	Tau ThT inhib
CCOc1ccc2c(c1)c(=O)c(C(=O)c1ccc(CC)cc1)cn2CC(=O)Nc1ccccc1OC	-6%	?
CC(C)N(Cc1ccccc1)C(=O)Cn1ncc2c3ccccc3n(Cc3ccccc3)c2c1=O	5%	0%
COc1ccc(C(=O)n2nc(-c3ccco3)nc2NCc2cccs2)cc1OC	13%	?
COc1ccc(CCNC(=O)c2ccc(Nc3nc4ccccc4n4nnnc34)cc2)cc1OC	5%	-13%
Oc1ccc(NCc2ccccc2OCc2ccc(Cl)cc2)cc1	22µM*	14µM*
Fc1ccc(Nc2c3c(nc4nncn24)CCC3)cc1	-24%	1%
Clc1ccc(CN2CCC(CNc3ncnc4onc(-c5ccc(Cl)cc5)c34)CC2)cc1	-24%	-7%
COc1ccc(-c2nc(CSCC(=O)N3CCN(c4ccccc4)CC3)c(C)o2)cc1	-9%	?
CCC(=O)N1CCc2cc(S(=O)(=O)CCC(=O)Nc3cc(Cl)ccc3OC)ccc21	-9%	?
O=C(Nc1ccc(F)c(Cl)c1)C1CCN(C(=O)c2ccc(F)cc2)CC1	3%	0%
Cc1ccccc1OCC(=O)Nc1sc2c(c1C(=O)OC(C)C)CCCC2	8%	-12%
CCCN1CCN(CC2=C(C(=O)OCC)C(c3ccc(Cl)cc3)NC(=O)N2)CC1 (stereo not drawn)	7%	-1%
CCc1ccc(NS(=O)(=O)c2ccc3[nH]cc(C(=O)N4CCCCCC4)c(=O)c3c2)cc1	0%	-12%
CC(C)c1ccc(OCC(=O)Nc2c(C(=O)c3ccc(F)cc3)oc3ccccc23)cc1	1%	-5%
COc1ccc(NC(=O)c2nnn(Cc3nc(-c4cc(OC)c(OC)c(OC)c4)oc3C)c2C)cc1Cl	2%	-10%
COc1cccc(NC(=O)C2CCN(S(=O)(=O)c3cccc4nonc34)CC2)c1	-8%	-16%
CCc1nnc(SCc2cccc(Cl)c2)c2cc3sccc3n12	-22%	?
Cc1ccc(CN2CCSc3ccc(C(=O)NCC(C)c4ccccc4)cc32)cc1 (stereo not drawn)	?	-11%
COCCCNC(=O)CSc1nc(-c2ccccc2)[nH]c1-c1ccc(C)cc1	-10%	-11%
O=C(NCc1ccccn1)c1nn(-c2ccccc2F)nc1CO	-51%[inhibitor]	-5%
COc1ccc(CCNC(=O)c2cc(-c3ccc(Cl)cc3)on2)cc1OC	11%	-9%
Cc1cc(=O)n2c(C(=O)Nc3ccc(Br)cc3)c(C(=O)Nc3ccccc3)sc2n1	9%	8%
CC(=O)c1ccc(N2CCN(C(=O)CCc3nnc4n(C)c(=O)c5sccc5n34)CC2)cc1	3%	-9%
COc1ccc(-c2cc(C(=O)Nc3ccn(Cc4ccc(C)cc4)n3)no2)cc1OC	-2%	10%
COc1cccc(C(=O)N(Cc2ccc(C)o2)C2CCS(=O)(=O)C2)c1 (stereo not drawn)	-4%	-7%
Cc1cc(C)cc(N(CC(=O)NCc2ccccc2Cl)S(=O)(=O)c2c(C)noc2C)c1	-4%	-1%
N#Cc1cc2c(=O)n3ccccc3nc2n(-c2nnc(SCc3ccccc3F)s2)c1=O	-19%	6%

Given with each value named: part of the list above
Cc1cc(=O)n2c(C(=O)Nc3ccc(Br)cc3)c(C(=O)Nc3ccccc3)sc2n1
- SMN2 splice up: 9%
- Tau ThT inhib: 8%
CC(=O)c1ccc(N2CCN(C(=O)CCc3nnc4n(C)c(=O)c5sccc5n34)CC2)cc1
- SMN2 splice up: 3%
- Tau ThT inhib: -9%
COc1ccc(-c2cc(C(=O)Nc3ccn(Cc4ccc(C)cc4)n3)no2)cc1OC
- SMN2 splice up: -2%
- Tau ThT inhib: 10%
COc1cccc(C(=O)N(Cc2ccc(C)o2)C2CCS(=O)(=O)C2)c1 (stereo not drawn)
- SMN2 splice up: -4%
- Tau ThT inhib: -7%
